GAA glycogen mod – inhibitors or activators of human alpha-glucosidase glycogen cleavage | Potency, µM (series often up to 76.4 µM), without a hit: at the top dose activity change, negative = inhibition, hits mostly inhibitors | recombinant GAA, glycogen substrate, Amplex Red glucose oxidase fluorescence | P10253 | actives 0.38% (n = 300,000);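 also: 0% = full enzyme reaction and -100% = no-enzyme basal signal; the screen sought inhibitors and activators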
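Natural-substrate format: glycogen cleavage by 4 nM human enzyme, glucose read by Amplex Red coupling (Ex 573, Em 610 nm). Normalized to enzyme and no-enzyme controls.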
aGlu spleen mod – inhibitors or activators of human alpha-glucosidase in spleen homogenate; AID 2112; Potency, µM (doses to about 79.9 µM), inactives show top-dose activity change, negative = inhibition, most hits filed as inhibitors; human spleen homogenate, 4-MU-alpha-glucoside fluorescence; P10253; actives 0.006% (n = 240,000);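 also: 0% = enzyme with vehicle and -100% = no enzyme basal signal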
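Human spleen homogenate (1 ug) with 4-methylumbelliferyl-alpha-D-glucopyranoside (1 mM final) in 50 mM citrate/phosphate pH 5.0, 0.01% Tween-20; 40 min at 37 C. Stopped at pH 10; 4-MU fluorescence Ex 365/Em 440 nm; AC50 by Hill fit.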
GoLoco inh red – inhibitors of human Gai1-RGS12 GoLoco interaction (red fluorophore); Potency, µM (doses to about 61.6 µM), for the others: at the top dose activity, negative = inhibition, usual class: inhibitors; P63096; Gai1:RGS12 GoLoco peptide FP, rhodamine, 10 min; actives 0.44% (n = 230,000); active = well fitted inhibition curve with a large enough effect, not every such curve was filed as active; inactive = no such curve, though single readings can be large or run the other way; also: nearly all actives have a fitted effect of over 30% in size; many of its hits are not listed in these tables
Target sequence (P63096 whole entry, looked up): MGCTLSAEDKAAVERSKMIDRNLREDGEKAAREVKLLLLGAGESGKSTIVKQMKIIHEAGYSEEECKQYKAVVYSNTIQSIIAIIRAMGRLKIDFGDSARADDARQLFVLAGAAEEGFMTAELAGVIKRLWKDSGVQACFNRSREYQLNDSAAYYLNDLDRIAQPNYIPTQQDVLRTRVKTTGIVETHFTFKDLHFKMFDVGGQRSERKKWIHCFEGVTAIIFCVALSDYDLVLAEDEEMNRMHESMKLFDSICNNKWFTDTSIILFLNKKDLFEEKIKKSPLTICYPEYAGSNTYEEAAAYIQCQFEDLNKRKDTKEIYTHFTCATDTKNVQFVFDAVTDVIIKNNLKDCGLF
TexasRed fluor – alters Texas Red total fluorescence, flagging assay interference. actives 0.29% (n = 280,000). TRb/SRC2 Texas Red total fluorescence interference. Potency, µM (doses to about 106 µM), for the others: at the highest dose fluorescence change, negative = quenching; active = well fitted curve in either direction with a large enough effect; inconclusive = small, poorly fitted or top-dose-only effect
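Human TRb ligand-binding domain at 0.6 uM with 20 nM Texas Red SRC2 peptide in Tris buffer containing 1 uM T3 and 5% DMSO, incubated with compound 5 h at ambient temperature. Total fluorescence (555/632 nm) calculated as parallel + 2 × perpendicular.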
RECQ1 inh – blocks DNA unwinding by human RECQ1. P46063. RECQ1 DNA unwinding, red fluorescence kinetic read. Potency, µM (top dose mostly 57.3 µM), without a hit: top-dose activity, negative = inhibition, hits mostly inhibitors. actives 0.54% (n = 240,000). AID 2549;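 also: plate controls were vehicle for no effect and no enzyme for full effect; nearly all actives have a fitted effect of over 30% in size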
Target sequence (P46063 whole entry, looked up): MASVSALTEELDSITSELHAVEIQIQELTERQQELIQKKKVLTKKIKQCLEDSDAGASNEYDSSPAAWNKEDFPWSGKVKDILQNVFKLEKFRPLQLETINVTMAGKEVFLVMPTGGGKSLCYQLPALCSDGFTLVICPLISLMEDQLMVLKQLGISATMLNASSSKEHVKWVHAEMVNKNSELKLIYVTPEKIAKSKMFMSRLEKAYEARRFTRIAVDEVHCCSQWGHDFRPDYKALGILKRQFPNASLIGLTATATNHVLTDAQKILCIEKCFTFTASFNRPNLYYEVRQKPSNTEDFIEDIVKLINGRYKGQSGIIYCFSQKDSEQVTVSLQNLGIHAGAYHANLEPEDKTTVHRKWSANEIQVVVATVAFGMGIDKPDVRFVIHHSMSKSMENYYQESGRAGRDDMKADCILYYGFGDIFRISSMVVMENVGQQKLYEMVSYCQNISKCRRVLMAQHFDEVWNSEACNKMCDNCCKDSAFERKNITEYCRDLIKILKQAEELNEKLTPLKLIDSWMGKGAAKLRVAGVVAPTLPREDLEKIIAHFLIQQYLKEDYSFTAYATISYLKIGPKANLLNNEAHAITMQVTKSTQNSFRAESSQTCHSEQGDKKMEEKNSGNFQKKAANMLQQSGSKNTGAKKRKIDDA
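RECQ1T1 50 nM; forked duplex (20 bp + 30-nt ss tails) 200 nM, ATP 2 mM final; pH 8.0, 2 mM MgCl2, 2.5 ug/ml poly(dI-dC); 15 min compound preincubation; discontinuous kinetic read over 2 h at RT.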
TRb SRC2 PPI – inhibitors of human thyroid hormone receptor beta-SRC2 interaction. P10828. TRbeta-SRC2 peptide binding, fluorescence polarization; receptor liganded with 1 µM T3. Potency, µM (highest dose often 106 µM), for the others: at the top dose activity change, negative = inhibition, most hits filed as inhibitors. actives 0.065% (n = 280,000). AID 1469;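 also: plate controls were bound peptide for no effect and peptide without receptor for full effect; nearly all actives have a fitted effect of over 50% in size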
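TRb LBD 0.6 uM + Texas Red SRC2 peptide 20 nM, 1 uM T3, Tris buffer w/ 5% DMSO; compound pinned, 5 h RT; FP read ex 555/em 632; normalized to unbound and bound controls.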
L3MBTL1 inh – blocks human L3MBTL1; actives 0.66% (n = 230,000); Q9Y468; AlphaScreen L3MBTL1–H3K9me1 peptide binding; Potency, µM (series often up to 57.1 µM), inactives show at the highest dose activity, negative = inhibition, most hits filed as inhibitors; also: nearly all actives have a fitted effect of over 60% in size
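L3MBTL1 (50 nM) pre-complexed 30 min with biotinylated H3(1-15)K9me1 peptide (75 nM), then compounds added for 30 min at room temperature; AlphaScreen streptavidin donor/nickel chelate acceptor beads (10 ug/mL final) read after 30 min dark incubation.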
GAA inh – alpha-glucosidase (human) inhibition; purified human GAA, 4-MU-alpha-glucoside fluorescence; Potency, µM (highest dose often 76.9 µM), for inactives: at the highest dose activity change, negative = inhibition, hits mostly inhibitors; actives 0.005% (n = 200,000); AID 1466;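 also: plate controls were uninhibited enzyme wells for no effect and no-enzyme background for full effect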
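Human alpha-glucosidase, 4 nM, pre-mixed with test compounds before 400 uM 4-methylumbelliferyl substrate; 20 min room temperature at pH 5.0. Fluorescence read after pH 10 stop; AC50 values from Hill-equation fits.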
* = called active by the depositor; i = inactive; u = inconclusive; x = no result given; & = joins results of further samples; [ ] = another dose, or the depositor's remark. Unless noted, calls follow the shape of the dose curve; as a rule, active = well fitted curve in the direction sought with a large enough effect; inconclusive = small, poorly fitted or top-dose-only effect, or another doubt; inactive = no such curve, though single readings can be large; an effect the other way counts as inactive or inconclusive. Unless noted, % is scaled to controls: 0 for no effect and ±100 for the full control effect; potency is read from the fitted curve at half-maximal effect.

nr	molecule	GAA inh	RECQ1 inh	GoLoco inh red	GAA glycogen mod	L3MBTL1 inh	TRb SRC2 PPI	aGlu spleen mod	TexasRed fluor
1	O=C(Cc1c(Sc2ccccc2)c2ccccc2n1Cc1ccccc1)NCCO	-9%	-5%	4%	2%	5%	3%	-2%	-4%
2	Cn1ncc([N+](=O)[O-])c1C(=O)N/N=C/c1cccc([N+](=O)[O-])c1	-9%	-5%	11%	-4%	15%	-6%	-13%	-7%
3	CC(SC1=NCCS1)C(=O)Nc1nnc(-c2ccc(Br)cc2)s1 (centres undefined)	-8%	-1%	0%	4%	2%	-13%	3%	-1%
4	N#Cc1c(Sc2ncc(C(F)(F)F)cc2Cl)nsc1C/C=N\OCc1ccccc1Br	-6%	-4%	184%[activator]	10%	x	12%	-7%	7%
5	Nc1ncnc(N2CCc3ccccc32)c1[N+](=O)[O-]	-6%	0%	5%	2%	x	0%	9%	-2%
6	CCOc1ccc(C(=O)/C=C/c2ccc(OC)c(OC)c2)cc1	4%	i	3%	-15%	-9%	-3%	7%	-3%
7	COC(=O)C(CSCc1ccccc1)NC(=O)CSc1nc(C)cc(=O)[nH]1 (centres undefined)	3%	-13%	12%	9%	x	4%	-9%	-11%
8	CC(=O)c1ccc(N2CCN(S(=O)(=O)c3cccc(S(=O)(=O)N4CCOCC4)c3)CC2)cc1	-3%	-11%	0%	5%	x	-14%	7%	-1%
9	COC(=O)[C@H]1C[C@@H]1[C@H](NS(=O)(=O)c1ccc2ccccc2c1)c1ccccc1	-3%	9%	10%&7%	-2%	2%	-2%&-3%	-8%&-4%	1%&0%
10	Nc1cc([N+](=O)[O-])ccc1Nc1ccc(O)cc1	x	-13%	1%	u	x	-6%	-2%	-3%
11	Cc1ccc(S(=O)(=O)N(C)C)cc1NC(=S)N1CCc2ccccc21	u	-3%	5%	-13%	7%	0%	-6%	0%
12	CCOc1ccc(N(CC(=O)Nc2ccccc2C)S(=O)(=O)c2c(C)[nH]c(=O)[nH]c2=O)cc1	x	i	-3%	-1%	x	-3%	1%	0%

New compounds follow:
nr	molecule	GAA inh	RECQ1 inh	GoLoco inh red	GAA glycogen mod	L3MBTL1 inh	TRb SRC2 PPI	aGlu spleen mod	TexasRed fluor
13	CSc1cccc(CNC(=O)CC2C(=O)NCCN2CC(C)(C)C)c1 (centres undefined)	4%	-7%	-2%	-1%	4%	4%	-19%	2%
14	CCC(C)C(=O)OC1CC(O)C=C2C=CC(C)C(CCC(O)CC(O)CC(=O)O)C21 (centres undefined)	x	i	6%	x	x	3%	9%	-3%
15	Nc1ccccc1-c1nc2ccccc2s1	u	i	6%	-1%	203%[activator]	4%	-3%	-1%
16	N/C(=N\OC(=O)c1ccccc1Cl)c1ccc(Cl)cc1	5%	-1%	-4%	-1%	6%	5%	-2%	-4%
17	Cc1ccc(Nc2nc(N)nc(CN3CCN(C(=O)c4ccco4)CC3)n2)cc1Cl	1%	-4%	24%	-3%	-4%	2%	-2%	1%
18	C=CCc1cc(/C=C2/NC(=O)N(CC(=O)OC)C2=O)cc(OC)c1O	3%	-8%	-21%	u	-5%	3%	-2%	-6%
19	CC(C)(C)n1nnnc1C(c1ccc(C(F)(F)F)cc1)N(Cc1ccccc1)Cc1ccco1 (centres undefined)	-6%	-1%	-9%	-6%	3%	3%	1%	-2%
20	CN1C(=O)C(CC(=O)Nc2ccc(F)cc2)N(Cc2ccco2)C1=S (centres undefined)	u	i	0%	u	-5%	-2%	7%	-1%
21	CCOC(=O)COc1ccsc1C(=O)OC	3%	i	4%	5%	7%	0%	-1%	-3%
22	O=C(O)CC(C(=O)OC1CCCCC1)N1CCOCC1 (centres undefined)	-3%	i	1%	-1%	33%[activator][11.4 µM]	4%	-1%	1%
23	COC(=O)c1cc2c(cc1N)OCCO2	12%	19%	7%	-8%	-3%	1%	5%	0%
24	O=C(NC(=S)Nc1nc(-c2cccc([N+](=O)[O-])c2)cs1)c1cc(Cl)ccc1Cl	-5%	8%	5%	-2%	3%	1%	-1%	-2%

Next part.
nr	molecule	GAA inh	RECQ1 inh	GoLoco inh red	GAA glycogen mod	L3MBTL1 inh	TRb SRC2 PPI	aGlu spleen mod	TexasRed fluor
25	CCOC(=O)C(NC(=O)c1ccccc1)(N1CCOCC1)C(F)(F)F (centres undefined)	-7%	i	-8%	8%	4%	-5%	-7%	0%
26	C/C(N)=C(/C#N)C(=O)CSc1nc2ccccc2[nH]1	-6%	i	12%	0%	x	-19%	4%	0%
27	CCOc1ccccc1N(CC(=O)Nc1ccc2c(c1)OCCO2)S(C)(=O)=O	0%	4%	1%	-2%	2%	2%	4%	-4%
28	COc1ccc(CNCCC(c2ccc(F)cc2)c2ccc(OC)cc2)cc1 (centres undefined)	-12%	-4%	12%	0%	-3%	-3%[53 µM]	5%	0%[53 µM]
29	CCCCn1c(SCC(=O)N2CC(C)CC(C)C2)nc2cc(S(N)(=O)=O)ccc21 (centres undefined)	-3%	-7%	14%	3%	4%	-4%	4%	-3%
30	CSc1nc(Sc2ccccc2)c2ccccc2n1	3%	-17%	10%	11%	66%[activator]	2%	-19%	-2%
31	O=S(=O)(Nc1cccc(CCc2ccccn2)c1)c1cc(Cl)ccc1Cl	x	-9%	26%	1%	-2%	-3%	2%	-2%
32	CCOc1ccc(OCCSc2nc(C)cc(=O)[nH]2)cc1	-3%	i	-2%	1%	-3%	2%	-5%	1%
33	Cc1[nH]c2ccccc2c1/C=C(\C#N)C(=O)NCC1CCCO1 (centres undefined)	4%	-8%	16%	-4%	-5%	2%	-4%	-1%
34	Cc1cc(Br)c2[nH]c3c(c2c1)CCCC3=O	7%	-4%	4%	-1%	x	1%	-2%	0%
35	COc1cc(C(=O)Nc2cc(-c3nc4cc(C)ccc4o3)ccc2C)cc(OC)c1OC	6%	-1%	27%	4%	-7%	3%	6%	1%
36	CCOc1ccc2c(C)cc(=O)oc2c1OCC	-5%	i	9%	2%	12%	-5%	-1%	-7%

Complete entries from above. Values in the order: GAA inh | RECQ1 inh | GoLoco inh red | GAA glycogen mod | L3MBTL1 inh | TRb SRC2 PPI | aGlu spleen mod | TexasRed fluor
Nc1cc([N+](=O)[O-])ccc1Nc1ccc(O)cc1 in the list: x | -13% | 1% | u | x | -6% | -2% | -3%
CCOC(=O)COc1ccsc1C(=O)OC in the list: 3% | i | 4% | 5% | 7% | 0% | -1% | -3%
COC(=O)C(CSCc1ccccc1)NC(=O)CSc1nc(C)cc(=O)[nH]1 (centres undefined) in the list: 3% | -13% | 12% | 9% | x | 4% | -9% | -11%
COc1cc(C(=O)Nc2cc(-c3nc4cc(C)ccc4o3)ccc2C)cc(OC)c1OC in the list: 6% | -1% | 27% | 4% | -7% | 3% | 6% | 1%
Cc1ccc(Nc2nc(N)nc(CN3CCN(C(=O)c4ccco4)CC3)n2)cc1Cl in the list: 1% | -4% | 24% | -3% | -4% | 2% | -2% | 1%

Random excerpt: 2 entries already listed, in no set order.
nr	molecule	GAA inh	RECQ1 inh	GoLoco inh red	GAA glycogen mod	L3MBTL1 inh	TRb SRC2 PPI	aGlu spleen mod	TexasRed fluor
30	CSc1nc(Sc2ccccc2)c2ccccc2n1	3%	-17%	10%	11%	66%[activator]	2%	-19%	-2%
36	CCOc1ccc2c(C)cc(=O)oc2c1OCC	-5%	i	9%	2%	12%	-5%	-1%	-7%

(list continues)
nr	molecule	GAA inh	RECQ1 inh	GoLoco inh red	GAA glycogen mod	L3MBTL1 inh	TRb SRC2 PPI	aGlu spleen mod	TexasRed fluor
37	NC(=O)c1ccc(N2CCC(C(N)=O)CC2)c([N+](=O)[O-])c1	-9%	i	12%	8%	5%	1%	5%	-5%
38	CCOC(=O)c1c(N)sc(-c2ccccc2)c1C	-7%	-9%	-1%	u	-4%	-10%	-8%	-6%
39	COCCn1nnnc1C(c1ccccn1)N1CCN(c2cccc(C)c2C)CC1 (centres undefined)	-14%	-2%	-5%	0%	1%	1%	-3%	-3%
40	CN(C)CCOc1ccc(C(C)(C)c2ccccc2)cc1	x	i	1%	3%	-14%	-5%	-2%	-3%
41	O=C(CCc1ccc(S(=O)(=O)NC2CCCCC2)cc1)N(Cc1ccccc1)Cc1ccccc1	-3%	-11%	-8%	-11%	-6%	-1%	-11%	-3%
42	CCOC(=O)c1cc2sccc2n1CC(=O)Nc1ccc(OC)cc1	-3%	-6%	1%	0%	-3%	-9%	-6%	0%
43	c1cncc(-c2nnc3sc(C4CCCCC4)nn23)c1	-3%	-1%	0%	8%	x	-1%	2%	-1%
44	C/C(=N\NC(=O)c1cc(C)nc2ccccc12)c1cccs1	-1%[15.4 µM]	-9%	6%	-5%	7%	-3%	12%	-2%

A portion of the library; count on the stated rates, not on these rows.
